MLL CXXC-DNA inh: inhibitors of human MLL CXXC domain-DNA interaction; actives 0.037% (n = 290,000); Q03164; Potency, µM (doses to about 115 µM), without a hit: top-dose activity change, negative = inhibition, hits mostly inhibitors; MLL-CXXC / FITC-HOXA9 DNA fluorescence polarization; active = well fitted inhibition curve with a large enough effect in the polarisation, with a control signal flat, not every such curve was filed as active; inconclusive = small, poorly fitted or top-dose-only effect, or effect the other way, or a change in a side signal; inactive = no such curve, though single readings can be large or run the other way; the % refers to the polarisation; note: potency is the fitted concentration of half-maximal effect
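Fluorescence polarization: 7 uM MLL-CXXC (stock) preincubated 5 min with compounds, then 50 nM fluorescein-HOX-A9 DNA (stock) added; 30 min ambient. Buffer 50 mM Tris-HCl pH 7.5, 50 mM NaCl, 1 mM DTT, 0.05% BSA.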
Mito fusion yeast: mitochondrial division inhibition or fusion activation; S. cerevisiae fusion-defective mutant growth rescue, CellTiterGlo 48 h; Potency, µM (highest dose often 46.1 µM), for inactives: at the top dose growth rescue (activation), most hits filed as activators; actives 0.23% (n = 320,000); AID 485298;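 note: potency is the fitted concentration of half-maximal effect; % of control where 0% means no effect; nearly all actives have a fitted effect of over 45% in size; temperature-sensitive fusion mutants such as fzo1-1 at 37 °C on non-fermentable ethanol glycerol medium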
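Compounds are tested for their ability to restore growth of mitochondrial fusion-defective yeast strains at non-permissive 37C in YPEG medium over 48 hours. Viability is quantified by luciferase luminescence.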
MBNL1-CUG inh: inhibitors of human MBNL1 binding to CUG repeat RNA; Q9NR56; AID 2675; Potency, µM (highest dose often 57.5 µM), inactives show at the top dose activity change, negative = inhibition, usual class: inhibitors; TR-FRET MBNL1-His/biotin-(CUG)12 binding, 665/545 ratio; actives 0.036% (n = 280,000); active = well fitted inhibition curve with a large enough effect in the signal ratio, with a control signal flat, not every such curve was filed as active; inconclusive = small, poorly fitted or top-dose-only effect, or effect the other way, or a change in a side signal; inactive = no such curve, though single readings can be large or run the other way; the % refers to the signal ratio; note: potency is the fitted concentration of half-maximal effect; % is set by controls: 0 for no effect and ±100 for the full control effect
Target sequence (Q9NR56 whole entry, looked up): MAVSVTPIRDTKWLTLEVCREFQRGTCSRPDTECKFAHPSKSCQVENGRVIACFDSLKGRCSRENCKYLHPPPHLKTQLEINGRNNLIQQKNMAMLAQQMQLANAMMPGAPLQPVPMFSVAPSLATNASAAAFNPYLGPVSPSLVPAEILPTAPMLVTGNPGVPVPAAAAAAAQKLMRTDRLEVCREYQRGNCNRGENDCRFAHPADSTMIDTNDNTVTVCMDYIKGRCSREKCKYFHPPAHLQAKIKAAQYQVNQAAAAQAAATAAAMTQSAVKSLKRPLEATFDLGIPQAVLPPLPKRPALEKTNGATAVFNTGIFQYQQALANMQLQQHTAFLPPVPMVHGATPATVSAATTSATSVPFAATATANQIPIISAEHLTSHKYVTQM
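MBNL1-His + Biotin-(CUG)12, cpd titration 92 nM–58 uM; Tb anti-His Ab 0.055 ng/ul, SA-XL665 5 nM (final); 60 min RT; ratiometric 665/545 nm, Ex 340 nm; normalized to buffer and full-complex controls.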
TCR act: activators of T cell receptors; primary human leukocytes, anti-CD3, IL-2 HTRF, 48 h; 330,000 tested, under 10 active; Potency, µM (highest dose often 9.22 µM), for inactives: top-dose activation of IL-2 secretion, hits mostly activators; note: % of control where 0% means no effect
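HTRF read-out of IL-2 secretion: europium cryptate donor excited at 320nm, d2 acceptor emission at 665nm. Cells were primary human leukocytes incubated 48 hr with compounds and a-CD3 beads, supplying TCR signal only.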
PTAP TSG101 blk: blocks PTAP/TSG101 interaction to inhibit HIV-1 budding; Potency, µM (series often up to 115 µM), inactives show top-dose activity change, negative = inhibition, actives largely listed as inhibitors; Fluorescence polarization, FITC-PTAP peptide / Tsg101 binding; AID 493005; 340,000 tested, under 10 active; Q99816; active = well fitted inhibition curve with a large enough effect in the main read-out, with a control signal flat, not every such curve was filed as active; inconclusive = small, poorly fitted or top-dose-only effect, or effect the other way, or a change in a side signal; inactive = no such curve, though single readings can be large or run the other way; note: potency is the fitted concentration of half-maximal effect; % of control where 0% means no effect
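Tsg101 binding domain (10 uM final) was mixed with compound and a FITC-labeled PTAP peptide (50 nM final) in HEPES pH 7.5 buffer with NaCl, Tween 20, EDTA and TCEP; fluorescence polarization was read after 20 min at r.t.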
Menin MLL FP TR: inhibitors of human menin-MLL interaction, mutant MLL peptide. O00255. Menin + Texas Red MLL mutant peptide, fluorescence polarization. Potency, µM (highest dose often 61.6 µM), for the others: top-dose FP activity change, negative = inhibition, hits mostly inhibitors. actives 0.23% (n = 270,000). AID 1768; active = well fitted inhibition curve with a large enough effect in the polarisation, with a control signal flat, not every such curve was filed as active; inconclusive = small, poorly fitted or top-dose-only effect, or effect the other way, or a change in a side signal; inactive = no such curve, though single readings can be large or run the other way; the % refers to the polarisation; note: potency is the fitted concentration of half-maximal effect; % of control where 0% means no effect; many of its hits are not listed in these tables
Integrin act MD: integrin-mediated muscular dystrophy alleviation activation. actives 0.064% (n = 350,000). AID 624291. Potency, µM (titrated, usually from 38.3 µM), for inactives: at the top dose activation, most hits filed as activators. alpha7betagal myoblasts, beta-gal FDG fluorescence, 48 h;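 note: potency is the fitted concentration of half-maximal effect; 100% = response of the positive control SU9516; nearly all actives have a fitted effect of over 60% in size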
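alpha7betagal+/- myoblasts (passage 13, 250/well) treated 48 h at 37C with compounds at 1:260 dilution of DMSO stock. Lysed, then beta-galactosidase activity read as FDG fluorescence (ex 480/em 540) after 30 min, with pre-read for autofluorescence.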
S-ASM inh: inhibitors of human secretory acid sphingomyelinase. placental ASM, HMU-PC fluorogenic substrate, 60 min. Potency, µM (titrated, usually from 57.5 µM), without a hit: top-dose activity change, negative = inhibition, hits mostly inhibitors. actives 0.006% (n = 340,000). AID 504937; note: potency is the fitted concentration of half-maximal effect
Target sequence (P17405 47-631 limits assumed): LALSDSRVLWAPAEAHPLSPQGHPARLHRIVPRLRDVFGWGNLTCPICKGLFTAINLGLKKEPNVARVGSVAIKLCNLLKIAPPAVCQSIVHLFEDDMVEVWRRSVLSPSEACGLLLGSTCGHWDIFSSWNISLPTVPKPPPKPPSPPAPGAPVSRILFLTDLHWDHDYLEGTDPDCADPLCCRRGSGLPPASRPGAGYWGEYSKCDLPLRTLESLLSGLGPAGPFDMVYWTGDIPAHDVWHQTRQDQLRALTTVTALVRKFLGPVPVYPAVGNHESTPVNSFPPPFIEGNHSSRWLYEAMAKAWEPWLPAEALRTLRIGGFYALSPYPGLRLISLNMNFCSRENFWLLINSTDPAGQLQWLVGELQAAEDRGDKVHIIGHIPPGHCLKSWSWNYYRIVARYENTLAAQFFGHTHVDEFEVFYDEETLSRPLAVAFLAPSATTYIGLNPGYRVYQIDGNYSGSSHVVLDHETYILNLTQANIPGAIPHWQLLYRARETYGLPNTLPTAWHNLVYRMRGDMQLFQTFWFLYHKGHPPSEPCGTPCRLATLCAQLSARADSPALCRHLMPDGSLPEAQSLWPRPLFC
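Human placenta-derived ASM enzyme was preincubated with compound for 10 minutes at room temperature, then given fluorogenic substrate HMU-PC0 (9 uM final) for 60 minutes at 37 °C; a pH 10 stop preceded fluorescence reading at Ex 386/Em 447 nm.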
A-T KAP1 phos: potential ataxia-telangiectasia treatments restoring KAP-1 phosphorylation. […] A-T fibroblasts, KAP-1 phosphorylation AlphaLISA; neocarzinostatin DNA damage 30 min before lysis. Potency, µM (top dose mostly 57.5 µM), inactives show top-dose activation, usual class: activators. actives 0.19% (n = 320,000). AID 485349; note: potency is the fitted concentration of half-maximal effect; % of control where 0% means no effect; nearly all actives have a fitted effect of over 45% in size
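hTERT-immortalized A-T patient fibroblasts ([…]), 500 cells/well in OPTI-MEM, 1% FBS, got compounds for 60 min, then NCS for 30 min at 37C. Lysates were then assayed for phospho-KAP-1 by AlphaLISA (anti-pKAP1 donor, anti-KAP1 acceptor beads), 6 hr at 25C.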
TSHR antag: antagonists of human thyroid stimulating hormone receptor. P16473. TSHR-expressing cells, TSH-stimulated cAMP HTRF, 2 h; hits give low values. activity change, negative = inhibition, % at 11.5 µM. actives 0.2% (n = 330,000). AID 504810;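 active = activity change below a set negative limit, meaning inhibition stronger than a set level, cut at about -70% in these data; inconclusive = activity change between two set negative limits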; note: % is set by controls: 0 for no effect and ±100 for the full control effect
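Freshly harvested TSHR cells receive pin-tooled compound, then EC80 TSH at 4nM final. After 2 hours at 37 deg C, antibody in lysis buffer and cAMP-d2 are added; 30 minutes at ambient temperature precede the HTRF read.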
Starred values were filed as active, the others as inactive; ? = inconclusive; / = not tested or not shown; [ ] = dose if it differs, or a comment. Unless noted, calls come from the whole dose curve; as a rule, active = well fitted curve in the direction sought with a large enough effect; inconclusive = small, poorly fitted or top-dose-only effect, or another doubt; inactive = no such curve, though single readings can be large; an effect the other way counts as inactive or inconclusive.

entry | SMILES | MLL CXXC-DNA inh | Mito fusion yeast | MBNL1-CUG inh | TCR act | PTAP TSG101 blk | Menin MLL FP TR | Integrin act MD | S-ASM inh | A-T KAP1 phos | TSHR antag
1 | COc1cc(NS(=O)(=O)c2ccc(NC(=O)c3ccco3)cc2)nc(OC)n1 | 5% | -1% | -2% | / | -2% | -11% | 27% | 2% | 11% | -13
2 | CC(=O)c1cccc(-n2c(CCC(=O)O)ccc2-c2ccc(C)cc2)c1 | 18% | 20% | -2% | -1% | -1% | 18% | 31% | -3% | -23% | -7
3 | O=C(COC(=O)c1ccc(Br)c(S(=O)(=O)N2CCOCC2)c1)NCC1CCCO1 (configuration not stated) | -9% | 0% | -12% | -6% | -1% | -6% | 25% | -1% | 16% | 3
4 | CCc1ccc(S(=O)(=O)NCCc2csc(C)n2)s1 | ? | -1% | 1% | 3% | -4% | 1% | 0% | 1% | 2% | -6
5 | CCSc1nnc(NC(=O)CN2C(=O)NC3(CCCC3)C2=O)s1 | / | -2% | / | -6% | 0% | / | 1% | 2% | 2% | 1
6 | C=CCNC(=O)c1ccc(N(C)S(=O)(=O)c2ccc(OC)cc2)cc1 | 21% | 1% | -9% | 2% | -6% | 21% | 4% | 4% | / | -5
7 | CC(=O)c1ccc(O)c(CSC2=NCCS2)c1 | 0% | 4% | 1% | 2% | -7% | -3% | 10% | 2% | 4% | -3
8 | COc1ccc(-c2csc(NC(=O)c3c(C)noc3C)n2)cc1F | / | 11% | / | -5% | -1% | / | 2% | -19% | -3% | -20
9 | COc1ccc(Cl)cc1NC(=O)CN1C(=O)NC(C)(Cc2ccc(OC)c(OC)c2)C1=O (configuration not stated) | / | -1% | / | 50% | -2% | / | 21% | 1% | 1% | -5
10 | O=C(Cc1cccs1)Nc1ccc(-c2nnc(-c3ccco3)o2)cc1 | 12% | -12% | 1% | 5% | -3% | ? | 11% | 2% | 1% | -4
11 | COc1ccc(/C(O)=C2/C(=O)C(=O)N(CCN(C)C)C2c2ccccc2)cc1Cl (configuration not stated) | -3% | 0% | ? | -2% | -5% | -4% | -21% | 0% | -3% | 20
12 | Cc1ccc(-c2c(C#N)c(N)nc3c2CCCCC3)cc1 | 14% | -1% | -10% | / | -4% | -1% | 5% | 10% | -4% | -8
13 | Cc1cccc(NC(=O)c2oc3ccc(S(=O)(=O)N4CCOCC4)cc3c2C)c1C | -9% | 8% | 21% | -6% | -1% | -10% | -2% | -10% | -11% | -5
14 | Cc1ccc(C)c(-n2c(SCC(N)=O)nnc2-c2ccccn2)c1 | 5% | -2% | -1% | -2% | -4% | 2% | -7% | -2% | 9% | 13
15 | COc1ccc(-c2csc(NC(=O)c3ccc(N4C(=O)CCC4=O)cc3)n2)cc1OC | 6% | 5% | 69%[activator] | 1% | 4% | -7% | -2% | 2% | -2% | -4
16 | COc1ccc(C(CNC(=O)c2ccc(NS(=O)(=O)c3ccc(F)cc3)cc2)N2CCOCC2)cc1 (configuration not stated) | ? | -2% | 1% | -4% | 0% | 5% | -9% | 1% | 9% | -2
17 | Cn1c(=O)n(C)c2cc(NC(=O)CSc3nc4ccccc4c(=O)[nH]3)ccc21 | 3% | 3% | 0% | 0% | -2% | 7% | 37% | -2% | -1% | -3
18 | Cn1cccc1CC(=O)N/N=C/c1ccc([N+](=O)[O-])cc1 | 9% | -1% | / | -36% | -2% | / | 11% | -3% | -8% | -6
19 | COc1ccc(-c2nn(-c3ccccc3C)cc2CNC(C)c2cn(C)nc2C)cc1F (configuration not stated) | 3% | -8% | 8% | -2% | -1% | 4% | -18% | 3% | -4% | -6
20 | C=C(C)C(O)COc1c2occc2c(OC)c2ccc(=O)oc12 (configuration not stated) | / | / | / | -2% | 3% | / | -7% | 64%[activator] | -1% | 8
21 | COC(=O)c1ccccc1NC(=O)COC(=O)CSCC(=O)N1CCOCC1 | 2% | 1% | -8% | 7% | -4% | -2% | -12% | 0% | 13% | 1
22 | CCOc1ccc(NC(=O)C(C)O)c(NS(=O)(=O)c2ccc(CCNC(C)=O)cc2)c1 (configuration not stated) | -1% | -9% | -3% | -3% | -5% | -9% | -27% | 2% | 8% | 7
23 | COc1ccc(C(=O)NCC(c2ccco2)N2CCCCC2)cc1S(=O)(=O)Nc1ccc(C)cc1 (configuration not stated) | / | / | / | -1% | -1% | / | -8% | -3% | / | /
24 | O=C(CCCOc1ccc(Cl)cc1Cl)NCCc1ccccn1 | -2% | 6% | 1% | 1% | 0% | / | 18% | -5% | 11% | -10
25 | COc1ccc(CNC(=O)c2cccc(-c3ccc(C)c4ccccc34)n2)cc1 | 12% | 2% | 1% | -1% | -2% | -4% | -25% | -5% | / | 8
26 | Cc1cccc(-c2cc(C(=O)Nc3ccncc3)c3ccccc3n2)c1 | -11% | 1% | 23% | 1% | -3% | 53%[activator] | ? | -3% | 4% | -34
27 | C=CCNc1sc(C(=O)c2ccc(Br)s2)c(N)c1C#N | 33%[activator] | 1% | 40%[activator] | 6% | -1% | ? | 23% | 24% | -2% | -5
28 | COc1ccc(CCNC(=O)C2CC(=O)N(c3ccc(F)cc3)C2)cc1OC (configuration not stated) | -8% | -2% | 0.79µM* | 4% | -13% | 9% | -15% | -1% | -2% | -3
29 | COc1ccc(CC(=O)N/N=C/c2cccnc2)cc1OC | 0% | -1% | 5% | -4% | -2% | / | 3% | -2% | -4% | 6
30 | CC(C)(O)C#Cc1ccc(C(=O)N2CCN(c3ccc([N+](=O)[O-])cc3)CC2)cc1 | 1% | -1% | ? | 2% | -3% | 0% | -27% | -12% | -17% | 7
31 | Nc1c(-c2ccsc2)cnc2ncnn12 | 4% | 2% | -4% | -4% | -3% | -17% | ? | 3% | -8% | 5
32 | O=C(NCCc1ccc(F)cc1)Nc1ccc([N+](=O)[O-])cc1 | 12% | 2% | 21% | 11% | -7% | / | 4% | -3% | 4% | -7

Among those listed so far, these contain a halogen.
entry | SMILES | MLL CXXC-DNA inh | Mito fusion yeast | MBNL1-CUG inh | TCR act | PTAP TSG101 blk | Menin MLL FP TR | Integrin act MD | S-ASM inh | A-T KAP1 phos | TSHR antag
3 | O=C(COC(=O)c1ccc(Br)c(S(=O)(=O)N2CCOCC2)c1)NCC1CCCO1 (configuration not stated) | -9% | 0% | -12% | -6% | -1% | -6% | 25% | -1% | 16% | 3
8 | COc1ccc(-c2csc(NC(=O)c3c(C)noc3C)n2)cc1F | / | 11% | / | -5% | -1% | / | 2% | -19% | -3% | -20
9 | COc1ccc(Cl)cc1NC(=O)CN1C(=O)NC(C)(Cc2ccc(OC)c(OC)c2)C1=O (configuration not stated) | / | -1% | / | 50% | -2% | / | 21% | 1% | 1% | -5
11 | COc1ccc(/C(O)=C2/C(=O)C(=O)N(CCN(C)C)C2c2ccccc2)cc1Cl (configuration not stated) | -3% | 0% | ? | -2% | -5% | -4% | -21% | 0% | -3% | 20
16 | COc1ccc(C(CNC(=O)c2ccc(NS(=O)(=O)c3ccc(F)cc3)cc2)N2CCOCC2)cc1 (configuration not stated) | ? | -2% | 1% | -4% | 0% | 5% | -9% | 1% | 9% | -2
19 | COc1ccc(-c2nn(-c3ccccc3C)cc2CNC(C)c2cn(C)nc2C)cc1F (configuration not stated) | 3% | -8% | 8% | -2% | -1% | 4% | -18% | 3% | -4% | -6
24 | O=C(CCCOc1ccc(Cl)cc1Cl)NCCc1ccccn1 | -2% | 6% | 1% | 1% | 0% | / | 18% | -5% | 11% | -10
27 | C=CCNc1sc(C(=O)c2ccc(Br)s2)c(N)c1C#N | 33%[activator] | 1% | 40%[activator] | 6% | -1% | ? | 23% | 24% | -2% | -5
28 | COc1ccc(CCNC(=O)C2CC(=O)N(c3ccc(F)cc3)C2)cc1OC (configuration not stated) | -8% | -2% | 0.79µM* | 4% | -13% | 9% | -15% | -1% | -2% | -3
32 | O=C(NCCc1ccc(F)cc1)Nc1ccc([N+](=O)[O-])cc1 | 12% | 2% | 21% | 11% | -7% | / | 4% | -3% | 4% | -7

High-throughput results as filed in PubChem.

These rows are one share of the data (hit frequency here may not be typical).
